Source: PubChem BioAssay (National Center for Advancing Translational Sciences (NCATS))
D2 ag: D2 dopamine receptor (human) agonism | P14416 | actives 0.53% (n = 340,000) | activation, % at 2 µM | HEK293 T-REx D2 cells, calcium flux agonist mode | AID 485358;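 active = activation over 3 SD above normal in the single-dose calcium agonist read, cut at about 30% in these data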; also: 0% is about no effect
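In this primary screen, compounds producing a positive calcium signal within 180 s of addition to tetracycline-induced, force-coupled HEK293 Trex D2 cells are flagged; cells are dye-loaded with a no-wash calcium kit beforehand.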
D1 PAM: human D1 dopamine receptor positive modulation. actives 0.036% (n = 360,000). HEK293 TREx D1 cells, calcium flux, dopamine EC20 potentiation. potentiation, % at 10 µM; in the data active = potentiation above about 30%; also: 0% is about no effect
RXFP1 antag: blocks the human relaxin receptor RXFP1; actives 0.59% (n = 350,000); HEK293-RXFP1, relaxin-stimulated cAMP HTRF, 30 min; hits give low values; activity change, negative = inhibition, % at 57.5 µM; Q9HBX9; AID 1259400;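 active = activity change of -60% or lower, but not beyond a set lower limit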; also: % is scaled to controls: 0 for no effect and ±100 for the full control effect
Target sequence (Q9HBX9 whole entry, looked up): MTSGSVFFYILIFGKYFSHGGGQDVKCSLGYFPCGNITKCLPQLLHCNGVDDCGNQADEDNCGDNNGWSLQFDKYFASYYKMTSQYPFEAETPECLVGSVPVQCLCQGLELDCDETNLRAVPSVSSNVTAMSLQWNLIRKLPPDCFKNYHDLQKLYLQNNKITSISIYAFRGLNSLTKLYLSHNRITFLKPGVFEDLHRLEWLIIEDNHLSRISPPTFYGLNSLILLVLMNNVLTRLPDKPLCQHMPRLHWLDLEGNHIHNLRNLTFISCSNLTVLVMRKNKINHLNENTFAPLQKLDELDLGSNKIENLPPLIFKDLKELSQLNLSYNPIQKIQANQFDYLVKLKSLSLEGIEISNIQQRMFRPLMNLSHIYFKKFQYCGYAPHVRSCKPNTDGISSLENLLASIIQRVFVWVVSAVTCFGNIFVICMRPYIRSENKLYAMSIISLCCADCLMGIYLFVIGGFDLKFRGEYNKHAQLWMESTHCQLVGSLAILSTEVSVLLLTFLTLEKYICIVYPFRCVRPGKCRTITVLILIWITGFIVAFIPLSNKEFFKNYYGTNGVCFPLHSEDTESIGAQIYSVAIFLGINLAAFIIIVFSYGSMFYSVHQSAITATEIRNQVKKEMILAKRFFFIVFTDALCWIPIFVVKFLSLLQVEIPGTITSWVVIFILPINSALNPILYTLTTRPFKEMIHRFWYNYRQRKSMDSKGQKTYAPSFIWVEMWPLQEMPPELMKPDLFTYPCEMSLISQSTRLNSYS
D2 antagonist: antagonists of human D2 dopamine receptor. actives 2% (n = 340,000). HEK293 TREx D2 cells, calcium flux, dopamine EC80. inhibition, % at 10 µM. AID 485344; in the data active = inhibition above about 30%; also: 0% is about no effect
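Tetracycline-induced HEK293 T-REx cells expressing D2 force-coupled to calcium signalling were dye-loaded, exposed to compound for 180 s, then challenged with an EC80 of dopamine; calcium flux was followed kinetically for a further 180 s.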
D1 agonist: agonists of human D1 dopamine receptor. activation, % at 2 µM. actives 1% (n = 360,000). HEK293 T-REx D1 cells, calcium flux, agonist mode. AID 504660; also: 0% is about no effect
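Tetracycline-induced HEK293 TREx D1 cells, force-coupled to calcium signalling, were dye-loaded with a no-wash calcium kit. Compound was pin-added after a 10 s baseline. Fluorescence was read kinetically at 1 cycle/s for 180 s, with calcium rises flagged as agonism.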
TRHR PAM: allosterically enhances the human TRH receptor; P34981; TRHR cells, fluo-8 calcium fluorescence, EC20 TRH enhancement; enhancement, % at 2 µM; actives 0.66% (n = 360,000); in the data active = enhancement above about 30%; also: 0% is about no effect
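TRHR-expressing cells loaded with fluo-8 calcium dye were read kinetically (ex 480/em 530) during compound addition, then stimulated with an EC20 of TRH (10 nM final). Enhancement of the Gq-mediated intracellular calcium response was scored.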
D2 PAM: D2 dopamine receptor (human) potentiation. P14416. HEK293 T-REx D2, calcium flux, EC20 dopamine potentiation. potentiation, % at 10 µM. actives 0.34% (n = 340,000). AID 485347;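 active = potentiation over 3 SD above the plate norm, cut at about 30% in these data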; also: 0% is about no effect
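Cells plated with tetracycline inducer and held overnight at 30 C; calcium dye loaded 30–90 min at room temperature; baseline taken, compound added and read 180 s; EC20 dopamine then added and read 180 s.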
D1 antag: antagonists of human D1 dopamine receptor; P21728; HEK293 TREx D1 cells, calcium flux, dopamine EC80; hits give low values; activity change, negative = inhibition, % at 10 µM; actives 3.2% (n = 360,000); in the data active = activity change below about -30%; also: % is scaled to controls: 0 for no effect and ±100 for the full control effect
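Inducible Hek293 Trex D1 cells (tetracycline, overnight, 30 C). Calcium dye 30–90 min RT. Antagonist mode: EC80 dopamine added after 180 s compound read.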
TRHR ag: activates the human TRH receptor | P34981 | TRHR cells, calcium flux fluo-8, FDSS agonist mode | activation, % at 2 µM | actives 0.18% (n = 360,000) | AID 493084; also: 0% is about no effect
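TRHR-expressing cells loaded with fluo-8 calcium dye; 23 nL library compound pin-transferred, kinetic FDSS fluorescence (Ex 480/Em 530) recorded about 180 s for agonist-induced calcium release, before a 10 nM TRH EC20 addition for potentiator mode.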
Active calls of the source: *; . = no result given; & = joins results of further samples. Rule as the data show it, unless noted: active = activation above about 30%; inactive = the rest. An unsorted share of the library; overall some 7.1% were active at least once.

cpd | Molecule | D2 ag | D1 PAM | RXFP1 antag | D2 antagonist | D1 agonist | TRHR PAM | D2 PAM | D1 antag | TRHR ag
1 | CCOc1cc(CNCC(C)C)c(Cl)cc1OCC(=O)Nc1ccccc1 | -0.9 | 2 | -9 | 3 | -1 | 2 | -4 | . | -0.4
2 | CC(C)(C)C(=O)NC(=S)N1CCCC1 | . | -7 | . | . | -1 | -1 | . | 4 | 0.4
3 | O=C(O)CN1C(=O)c2ccc(Oc3ccc([N+](=O)[O-])cc3)cc2C1=O | -0.2 | 0 | -10 | 5 | 1 | 14 | -7 | -10 | 0.2
4 | Cc1cccc(C)c1OCc1cc(C(=O)N(Cc2c(C)nn(C)c2C)C2CC2)no1 | -0.2 | -16 | -15 | 0 | 12 | -8 | -2 | -24 | -0.3
5 | O=C(NC12CC3CC(CC(C3)C1)C2)N1CCN(c2ccccn2)CC1 | 36* | -7 | 15 | 31* | 4 | 0 | -2 | -21 | 0.3
6 | CCCCN1C(=O)/C(=c2\sc3nc(=O)c(-c4ccccc4)nn3c2=O)c2ccccc21 | -0.6 | -9 | 4 | -14 | 3 | 5 | -2 | -2 | -0.5
7 | CCN(C(=O)COC(=O)c1ccc(COc2ccc3c(C)cc(=O)oc3c2)cc1)C1CCS(=O)(=O)C1 (stereo not drawn) | 0.6 | -2 | -15 | 6 | 3 | 0 | -16 | -5 | -0.1
8 | CCCn1c(NC(=O)c2ccc([N+](=O)[O-])o2)nc2ccccc21 | -1.2 | -12 | -11 | -2 | 0 | -4 | 1 | -15 | 0.1
9 | Cc1ccc2ncc3c(-c4ccc(F)cc4)nn(CC(=O)Nc4ccccc4C)c3c2c1 | 1.0 | -5 | -1 | . | 7 | 0 | -7 | -13 | 0.5
10 | CC(C)(C)NC(=O)COc1coc(CN2CCN(C(=O)c3ccco3)CC2)cc1=O | 0.0 | -3 | -4 | -7 | 0 | 8 | 15 | -4 | 0.2
11 | Cc1ccc(N(CC(=O)N2CCN(c3ccc(Cl)cc3)CC2)S(=O)(=O)c2c(C)noc2C)cc1 | 0.2 | 2 | . | . | 1 | 4 | 10 | -11 | 1.0
12 | COc1ccc(CCC(=O)Nc2cnc3ccccc3c2)cc1 | 1.3 | -2 | -9 | -7 | 8 | 4 | 4 | 0 | -0.1
13 | CC1=C(C(=O)OCC(C)C)C2(O)C(=O)c3ccccc3C2(O)N1 (stereo not drawn) | -0.5 | -1 | 16 | -7 | 1 | -1 | 3 | 0 | -0.4
14 | NC(=O)CSc1ncc2c(n1)-c1ccccc1N(Cc1cccc(F)c1)S2(=O)=O | -0.3 | -3 | 2 | . | 2 | -1 | 6 | -5 | -0.7
15 | Cc1cc[n+](-c2[nH]c(=O)sc2/C=N/NC([S-])=Nc2ccccc2)cc1 | 0.4 | 6 | -6 | -12 | 6 | -1 | 0 | 8 | 2.1
16 | Cc1ccsc1C(=O)OCC(=O)NCCCc1ccccc1 | 0.7 | 3 | -1 | 17 | 2 | 4 | -2 | 21 | -0.9
17 | Cc1nn(-c2ccc(F)cc2)c(C)c1/C=C/C(=O)N1CCNC(=O)C1 | 0.0 | -5 | -12 | -8 | 5 | 11 | 1 | -3 | 0.0
18 | Cc1ccc(C)c(C(=O)CCC(=O)N2CCN(c3ncccn3)CC2)c1 | 1.1 | -3 | -6 | 12 | 0 | -4 | -4 | -7 | 0.1
19 | COc1cccc(Cc2nc3ccccc3nc2SCC(=O)N2CCCCC2C)c1 (stereo not drawn) | 0.5 | 1 | . | . | 8 | 2 | 12 | 6 | 0.6
20 | Nc1ccc(Nc2ccncc2[N+](=O)[O-])cc1 | . | -2 | -5 | . | -2 | -1 | . | 3 | 0.6
21 | Cc1ccc2nc(NC(=O)C3CCCN3C(=O)OC(C)(C)C)sc2c1 (stereo not drawn) | -0.3 | 5 | -23 | 14 | 8 | 2 | -6 | -1 | 0.6
22 | CCOC(=O)c1cnc2nc(C)nn2c1N | 15 | -2 | 12 | 6 | 4 | 1 | -3 | -5 | 0.6
23 | CCO[C@@H]1OC(C(=O)N2CCN(Cc3ccc4c(c3)OCO4)CC2)=C[C@H](c2ccc(C(F)(F)F)cc2)[C@H]1CCCO | 0.0 | -4 | . | -5 | 1 | 1 | 1 | -23 | 0.4
24 | Nc1nc(Cl)nc2ccc(Br)cc12 | 2.0 | -10 | -1 | -5 | 1 | 1 | 10 | 1 | 2.0
25 | CN1CCN(c2nc(-c3cccs3)cs2)CC1 | 0.7 | -2 | -5 | -14 | 0 | 0 | -17 | -18 | 0.4
26 | CCCc1nc(SCC(=O)N2CCc3ccccc3C2)c2ccccc2n1 | -0.3 | 1 | 10 | -1 | 1 | 1 | -7 | 2 | -0.7
27 | O=C(NCC(c1cccnc1)N1CCN(c2ccc(F)cc2)CC1)c1ccco1 (stereo not drawn) | 0.2 | -4 | 10 | 13 | 5 | 12 | -3 | -6 | -0.1
28 | CCCCCOC(=O)CSc1nnc(-c2ccccc2)c(=O)[nH]1 | 0.0 | 0 | -16 | -2 | 1 | 7 | 6 | 20 | 0.7
29 | COc1cc(/C=N/NC(N)=O)cc(Br)c1OCc1ccccc1C | -0.8 | -3 | 0 | 6 | 4 | 6 | -3 | 12 | 0.2
30 | COc1cc(NC(=S)NCc2cccnc2)c(OC)cc1Cl | -0.5 | 0 | -7 | -13 | 2 | 4 | -4 | -21 | -0.4
31 | Cc1ccccc1-n1nc2c(c1NC(=O)c1cc3ccccc3oc1=O)CS(=O)(=O)C2 | 1.2 | 1 | 0 | -20 | -1 | -5 | 4 | -3 | -0.4
32 | O=S(=O)(NCCn1cccc1)c1ccc2ccccc2c1 | -0.3 | 4 | 3 | -11 | 1 | -3 | 10 | 8 | 0.6
33 | CCNC(=O)NC(=O)COC(=O)c1ccccc1SCC(=O)NC(=O)NCC | 0.5 | -2 | 8 | -5 | 3 | 1 | -4 | -8 | -0.5
34 | Cc1cc2nc3c(nc2cc1C)C1(C(=O)N(C)C)CCC3(C)C1(C)C (stereo not drawn) | -0.4 | -1 | -2 | -5 | -1 | 0 | 9 | -9 | -0.1
35 | COc1ccc(C(=O)C(O)C(c2ccc(C)cc2)N2CCOCC2)cc1OC (stereo not drawn) | 1.1 | -5 | -1 | 11 | 0 | 7 | 13 | -15 | 0.4
36 | Cc1ccc(/C=C/C(=O)NCCCN2CCN(CCCNC(=O)/C=C/c3ccc(C)cc3)CC2)cc1 | 1.1 | -5 | 1 | -4 | -1 | 23 | 8 | 7 | 0.1

In another format: 2 of the compounds above.
Results follow in this order: D2 ag	D1 PAM	RXFP1 antag	D2 antagonist	D1 agonist	TRHR PAM	D2 PAM	D1 antag	TRHR ag
31) Cc1ccccc1-n1nc2c(c1NC(=O)c1cc3ccccc3oc1=O)CS(=O)(=O)C2
  1.2	1	0	-20	-1	-5	4	-3	-0.4
32) O=S(=O)(NCCn1cccc1)c1ccc2ccccc2c1
  -0.3	4	3	-11	1	-3	10	8	0.6

(list continues)
cpd | Molecule | D2 ag | D1 PAM | RXFP1 antag | D2 antagonist | D1 agonist | TRHR PAM | D2 PAM | D1 antag | TRHR ag
37 | CSc1nc2ccccc2cc1/C=C(\C#N)c1ccc(Cl)c(Cl)c1 | 0.0 | -1 | -6 | 1 | 3 | 1 | -7 | -23 | 0.4
38 | CCn1cc(C(=O)NCCCN(CC(C)C)CC(C)C)c(=O)c2cc(S(=O)(=O)N3CCc4ccccc4C3)ccc21 | -0.9 | 5 | . | . | -1 | -2 | -9 | -5 | -1.0
39 | O=[N+]([O-])c1ccc(-c2ccc(/C=N/Nc3nc(N4CCCCC4)nc(N4CCCCC4)n3)o2)cc1 | 13 | -2 | -9 | -22 | 47* | 1 | 1 | -2 | 14
40 | CN1CCN(/N=C/c2cccc(Cl)c2Cl)CC1 | 0.5 | 0 | 4 | 7 | 2 | -2 | 3 | 20 | 0.2
41 | Oc1ccc(N2CCN(c3ncnc4sc(-c5ccccc5)cc34)CC2)cc1 | 3.0 | -1 | -34 | -1 | 0 | -11 | -1 | -13 | 2.7
42 | CSc1cccc(NC(=O)CN(c2cccc(C)c2)S(C)(=O)=O)c1 | 0.7 | -2 | -3 | 30* | 1 | -6 | -9 | -11 | -0.7
43 | COc1cc(C(O)c2nc3ccccc3n2C)cc(OC)c1OC (stereo not drawn) | 0.9 | -3 | -4 | -1 | 2 | 3 | 16 | -5 | -0.1
44 | COCCNC(=O)CCc1c(C)nc2c(-c3ccc(F)cc3)c(C)nn2c1C | 0.9&-1.0 | -7&-6 | . | 21 | 1&2 | -12&5 | -2&1 | -22&-6 | -0.2&-0.6
45 | Cc1ccc(CNC(=O)CSc2nc(C)cs2)cc1 | -0.7 | -12 | 6 | 5 | 8 | 14 | 3 | 33 | 2.7
46 | COC(=O)c1ccc(C)c(NC(=O)CCCN2C(=O)NC(C)(C)C2=O)c1 | -0.3 | 0 | 1 | -3 | 1 | -10 | -9 | -9 | 0.0
47 | C/C(CC(=O)Nc1ccc(N(C)C)cc1)=N\NC(=O)c1ccncc1 | 1.6 | -2 | -25 | 10 | 1 | 3 | 5 | 3 | 0.3
48 | COC(=O)C(C)Sc1nc2c(c(=O)[nH]c(=O)n2C)n1CCCc1ccccc1 (stereo not drawn) | 0.0 | 3 | 3 | -7 | 0 | 13 | 10 | 8 | -0.6
49 | Cc1ccc(CNc2cnccn2)s1 | -0.4 | -2 | 6 | -10 | 4 | 7 | 0 | 6 | -0.4

Of the compounds above, these contain a Cl atom:
cpd | Molecule | D2 ag | D1 PAM | RXFP1 antag | D2 antagonist | D1 agonist | TRHR PAM | D2 PAM | D1 antag | TRHR ag
1 | CCOc1cc(CNCC(C)C)c(Cl)cc1OCC(=O)Nc1ccccc1 | -0.9 | 2 | -9 | 3 | -1 | 2 | -4 | . | -0.4
11 | Cc1ccc(N(CC(=O)N2CCN(c3ccc(Cl)cc3)CC2)S(=O)(=O)c2c(C)noc2C)cc1 | 0.2 | 2 | . | . | 1 | 4 | 10 | -11 | 1.0
24 | Nc1nc(Cl)nc2ccc(Br)cc12 | 2.0 | -10 | -1 | -5 | 1 | 1 | 10 | 1 | 2.0
30 | COc1cc(NC(=S)NCc2cccnc2)c(OC)cc1Cl | -0.5 | 0 | -7 | -13 | 2 | 4 | -4 | -21 | -0.4
37 | CSc1nc2ccccc2cc1/C=C(\C#N)c1ccc(Cl)c(Cl)c1 | 0.0 | -1 | -6 | 1 | 3 | 1 | -7 | -23 | 0.4
40 | CN1CCN(/N=C/c2cccc(Cl)c2Cl)CC1 | 0.5 | 0 | 4 | 7 | 2 | -2 | 3 | 20 | 0.2
